Hsp70 activator – transcriptional activators of Hsp70 | HeLa Hsp70 promoter luciferase reporter, luminescence; scaled: vehicle 0, proteasome-inhibitor control 100% | 0.04% of 200,000 active | activation, % at 10 µM | AID 1203;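 active means activation above the mean across all tested compounds plus 3 SD, cutoff set per campaign, cut at about 5.5% in these data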;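 further: 100% = MG132 at 30 µM as the positive control and 0% = DMSO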
TLR4-MyD88 BLA – TLR4-MyD88 interaction inhibition in cells | AID 861 | HeLa CL3-4 TLR4/MyD88 BLA complementation, FRET ratio | O00206+Q99836 | inhibition, % at 8.4 µM | 0.18% of 200,000 active; in the data active means inhibition above about 25%;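 further: 0% = vehicle and 100% = reference inhibitor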
PMI act – increases human mannose-6-phosphate isomerase activity; P34949; purified human PMI, coupled resazurin fluorescence, 20 min; hits give high values; 1 = vehicle control, 0 substrate-free wells; activation factor at 20 µM; 0.005% of 190,000 active; AID 1214;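 active means activation factor of 2 or more at 20 µM, relative to plate controls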
Target sequence (P34949 whole entry, looked up): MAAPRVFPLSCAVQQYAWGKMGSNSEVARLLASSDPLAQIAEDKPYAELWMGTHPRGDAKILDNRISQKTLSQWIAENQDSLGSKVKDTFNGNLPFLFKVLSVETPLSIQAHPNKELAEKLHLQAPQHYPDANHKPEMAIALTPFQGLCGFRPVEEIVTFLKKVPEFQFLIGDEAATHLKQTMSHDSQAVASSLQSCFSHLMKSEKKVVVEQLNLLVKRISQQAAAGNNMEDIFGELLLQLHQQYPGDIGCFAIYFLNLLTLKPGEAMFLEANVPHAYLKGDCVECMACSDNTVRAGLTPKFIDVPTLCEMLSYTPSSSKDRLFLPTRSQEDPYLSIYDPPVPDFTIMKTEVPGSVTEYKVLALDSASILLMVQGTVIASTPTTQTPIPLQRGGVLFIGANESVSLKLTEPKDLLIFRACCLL
Lmaj promast – reduces viability of Leishmania major promastigotes; resazurin fluorescence viability; 9% of 200,000 active; inhibition, % at 10 µM;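 further: promastigotes grown with compound for 44 hours at 28 °C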
DTT redox prof – compounds producing H2O2 with reducing agent – biochemical, NIH compound library profiling, artefact control for MLSCN library redox annotation, primary screen; DTT-dependent redox cycling H2O2, phenol red/HRP absorbance; 100% = 100 µM peroxide control, 0% = buffer; activation, % at 10 µM; 0.03% of 200,000 active; AID 878;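 active means activation of at least 50% relative to the plate's high and low controls in the primary single-dose screen; inactive means activation below 50%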;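 further: compound incubated with DTT at 0.8 mM final as the reducing agent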
S1P3 antagonist – S1P3 (human) receptor antagonism; AID 485; inhibition, % at 4.98 µM; 0.27% of 170,000 active; CHO S1P3 NFAT-BLA reporter, FRET fluorescence, antagonist mode; Q99500;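 active means inhibition above the plate cutoff, the mean inhibition of test wells on that plate plus 3 SD, cut at about 28% in these data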;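 further: cells challenged with S1P at its EC80 of 0.8 µM; blue over green emission ratio from cleaved BLA substrate after 4 h stimulation; 0% = S1P-stimulated wells and 100% = unstimulated DMSO-only wells; some compounds past the cut are filed as inactive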
Target sequence (Q99500 whole entry, looked up): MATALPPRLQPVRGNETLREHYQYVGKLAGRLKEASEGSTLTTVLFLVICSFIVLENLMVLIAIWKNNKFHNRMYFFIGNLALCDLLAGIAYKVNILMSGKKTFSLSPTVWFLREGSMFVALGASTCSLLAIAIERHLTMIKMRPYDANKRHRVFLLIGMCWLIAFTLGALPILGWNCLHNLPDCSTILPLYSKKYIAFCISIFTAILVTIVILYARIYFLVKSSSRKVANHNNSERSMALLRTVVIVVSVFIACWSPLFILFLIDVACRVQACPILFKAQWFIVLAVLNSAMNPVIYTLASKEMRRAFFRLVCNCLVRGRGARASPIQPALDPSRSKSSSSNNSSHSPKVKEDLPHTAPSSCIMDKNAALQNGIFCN
RAM inhibit – yeast RAM network inhibition; inhibition, % at 50 µM; 1.8% of 190,000 active; AID 868; S. cerevisiae dse1pr::URA3 reporter, 5-FOA growth OD615, 2 d; analog-sensitive cbk1-as2 kinase mutant strain;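 active means inhibition above a set limit, 3 SD over mean compound inhibition, cut at about 8.4% in these data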;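 further: 0% = DMSO-only wells with no growth and 100% = 10 µM 1-NA-PP1 full growth; inhibition rescues growth on 5-FOA so higher OD means more RAM inhibition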
G6PDH CS – L. mesenteroides G6PDH inhibition counter-screen; AID 1020; 0.12% of 200,000 active; inhibition, % at 5 µM; Purified L. mesenteroides G6PDH, diaphorase/resazurin coupled fluorescence, 45 min
Diaphorase inh – inhibits diaphorase or chemically oxidizes, flagging diaphorase assay artifacts; diaphorase resazurin-to-resorufin fluorescence, NADH, 16 min; bacterial (C. kluyveri) enzyme, not human; inhibition, % at 20 µM; 0.69% of 190,000 active;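 active means primary screen inhibition at 20 µM above a set limit, cut at about 50% in these data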;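 further: plate controls were DMSO with full reaction for no effect and wells lacking NADH for full effect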
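material = Clostridium kluyveri diaphorase enzyme | amount = 0.14 U/mL diaphorase, enzyme working solution | schedule = incubation 16 min, room temperature | detection = fluorescence of resorufin formed from resazurin, Ex 544/Em 590 nm | benchmarks = positive control minus NADH, DMSO neutral control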
Diaph act CS – activates diaphorase or chemically reduces, flagging diaphorase assay artifacts; Diaphorase/resazurin coupled assay, resorufin fluorescence, 16 min; hits give high values; 1 = vehicle wells, 0 = NADH-free wells; activation factor at 20 µM; 0.005% of 190,000 active;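 active means diaphorase activity raised at least twofold by the compound at 20 µM; inactive means activation factor below 2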
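Test system: Clostridium kluyveri diaphorase, purified enzyme. Buffer or medium: 50 mM HEPES pH 7.4 buffer plus MgCl2 and Tween 20. Also added: 0.114 mM NADH and 0.1 mM resazurin, final amounts. Dosing: compound 20 µM once, DMSO 1%. Schedule: 16 min enzyme reaction, ambient temperature. Detection: fluorescence of resorufin, 544 nm excitation, 590 nm emission.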
PMI act satM6P – PMI (human) activation, high substrate; coupled PMI enzyme assay, resazurin fluorescence, 20 min; hits give high values; 1 = untreated enzyme, 0 = substrate-free blank; P34949; 0.34% of 190,000 active; activation factor at 20 µM;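 active means activation factor of 2 or more at 20 µM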
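test system = human PMI in coupled enzyme assay | medium = HEPES-buffered pH 7.4 with magnesium and detergent | also added = 1.0 mM mannose-6-phosphate substrate with 0.22 mM NADP+ | compound = 20 µM single dose | times = 20 min incubation at room temperature | measured by = resorufin fluorescence (Ex 544/Em 590 nm) from resazurin via diaphorase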
* hit, by the source's call; nt = not tested or not shown. Unless noted, no stated cut-off is given here; in the data, active means inhibition above about 50%; inactive means the rest.

smiles	Hsp70 activator	TLR4-MyD88 BLA	PMI act	Lmaj promast	DTT redox prof	S1P3 antagonist	RAM inhibit	G6PDH CS	Diaphorase inh	Diaph act CS	PMI act satM6P
CCc1ccc(NC(=O)c2cc3c(C)nc4ccccc4c3o2)cc1	-0.4	3	0.9	-1	0.5	4	-1.1	1	12	0.9	0.8
COC(=O)c1nn(-c2ccc3c(c2)CCN3C(C)=O)cc1O	-0.5	-9	0.9	-5	2.9	nt	-1.1	5	0	1	1
O=C(N/N=C/c1ccccc1[N+](=O)[O-])c1ccc(CN2CCOCC2)cc1	-0.3	-12	0.9	7	-1.0	-5	1.4	-8	0	1	0.9
CCN(CCO)c1ncnc2c1sc1nc(CC(C)C)c3c(c12)CC(C)(C)OC3	-0.3	-11	0.8	11	-4.1	nt	2.5	7	31	0.7	0.9
CCOC(=O)c1c(-c2ccc(C)cc2)csc1NC(=O)c1cccc(N2C(=O)CCC2=O)c1	-0.4	-12	0.9	-5	-0.1	10	3.1	-17	17	0.8	1
COc1ccc(OC)c(C(=O)COC(=O)c2ccc(C)o2)c1	-0.4	-4	1.1	-9	-1.4	nt	-0.9	16	-13	1.1	1.2
CCCc1ccc(O)c(N=Cc2cc(Br)cc(OCC)c2O)c1	-0.1	-14	0.6	-4	0.7	-8	-0.4	16	46	0.5	0.5
Cc1ccc(-n2sc3ccccc3c2=O)cc1S(=O)(=O)N1CCCCC1	-0.2	1	0	89*	0.7	-8	7.0	-12	46	0.5	0.1
CC(C)c1ccccc1NC(=O)COC(=O)Cc1cccc(C(F)(F)F)c1	-0.2	-1	0.7	-6	-0.3	-5	1.8	9	18	0.8	0.9
CCOC(=O)c1c(NC(=O)CSc2nnnn2C)sc(C)c1C	-0.3	2	0.9	6	0.7	18	0.4	6	15	0.9	0.9
COc1cc(S(=O)(=O)N2CCCC2)c(C)cc1C	0.2	4	1.1	-5	-0.4	-3	-0.5	0	-15	1.2	1.1
Cc1cc(-c2nn(-c3ccccc3F)cc2CN2CCN(c3ccccn3)CC2)c(C)s1	-0.2	7	0.9	38	-1.0	-1	0.0	11	23	0.8	0.9
COc1ccc2nc(SCC(=O)NCc3ccc4c(c3)OCO4)[nH]c2c1	-0.2	6	0.9	-3	0.0	-9	1.4	6	24	0.8	0.9
CCOc1ccccc1NC(=S)NCCc1ccc(F)cc1	0.0	3	0.9	9	-0.4	-11	0.4	1	24	0.8	0.9
O=c1[nH]c2ccccc2c(O)c1-c1cc2ccccc2oc1=O	-0.2	6	1.1	-4	2.5	2	6.5	1	3	1	1
COc1ccccc1N1CCN(CC(=O)c2ccc3ccn(C(C)=O)c3c2)CC1	-0.1	-1	1.1	-1	-1.5	-36	1.4	-4	22	0.8	0.9
COc1ccccc1C(CC(=O)Nc1ccccc1C)c1ccc(OC(C)C)cc1 (stereo unspecified)	-0.4	-5	0.8	38	0.3	4	6.9	-4	12	0.9	1
O=C(OCC#CCSc1nnc(-c2ccncc2)o1)c1cccs1	-0.3	-3	0.9	11	-0.2	0	0.9	-11	9	0.9	1
Cn1cnnc1SCC(=O)Nc1cccc(S(=O)(=O)N2CCOCC2)c1	-0.2	-6	1.1	3	-1.2	-8	-0.2	6	4	1	1
CCCOc1ccc(C2C(=O)N(C3CCCCCC3)CC(=O)N2Cc2ccco2)cc1OC (stereo unspecified)	-0.1	-16	0.9	43	0.0	nt	0.1	-3	14	0.9	0.9
Brc1ccc(COc2ncnc3ccccc23)cc1	0.3	-14	1.2	3	-2.0	3	1.9	3	6	0.9	1
Cc1occc1C(=O)NC(C)CCc1ccccc1 (stereo unspecified)	-0.1	3	1.1	-4	-0.3	-8	0.1	3	6	0.9	1.1
C=CCNCC(=O)N1N=C(c2ccc3ccccc3c2)CC1c1ccc(OC)cc1 (stereo unspecified)	-0.3	3	1	41	0.1	31*	1.1	10	-6	1.1	1.1
CC1=C(C)CS(=O)N(S(=O)(=O)c2ccccc2)C1 (stereo unspecified)	-0.3	-1	1.1	-3	-0.1	nt	3.2	10	16	0.8	1.1
CC(/C=N/NC(=O)c1ccc(Br)cc1)=C\c1ccccc1	-0.3	0	1.1	-4	0.3	nt	3.0	3	-5	1.1	1.1
CN(CC(=O)O)S(=O)(=O)c1ccc2c(c1)NC(=O)CC(=O)N2	-0.1	14	1.1	2	-2.3	-7	0.1	4	10	0.9	1
CCOc1cc(C2/C(=C(/O)c3ccc(OC(C)C)cc3)C(=O)C(=O)N2CCCOC)ccc1O (stereo unspecified)	-0.2	8	0.8	-7	-2.8	-14	8.5*	28	19	0.8	0.9
CCN1/C(=C/c2ccc3ccccc3[n+]2CC)C=Cc2ccccc21	-0.2	6	0.8	101*	0.2	nt	1.9	3	10	0.9	0.8
Cc1cc(C)nc(NC(=O)c2ccc([N+](=O)[O-])o2)n1	-0.2	-1	1	56*	-0.3	7	0.6	-2	12	0.9	0.9
Cc1cc(NC(=O)CC(CN(C)S(=O)(=O)c2ccccc2)c2ccccc2)no1 (stereo unspecified)	-0.3	9	0.9	5	-1.2	-16	0.0	-22	11	0.9	1
O=C(COc1ccc(Cl)cc1Cl)N/N=C1\CCCc2ccccc21	-0.5	-9	0.9	-1	-6.9	nt	2.4	1	-2	1	0.9
CCCC(=O)Nc1ccccc1NC(=O)CCC	-0.2	-1	0.9	-5	0.4	10	3.7	3	13	0.9	0.8
C#CCNC(=O)C1=C[C@H](c2ccccc2)[C@@H](CCCO)[C@H](OCC)O1	0.2	5	1.1	-9	0.5	-11	-0.2	3	3	1	1.1
CC(C)(C)c1ccc(OCC(=O)NNC(=S)NC(=O)c2ccccc2[N+](=O)[O-])c(Br)c1	-0.3	-1	1	-3	0.1	-28	1.9	-19	28	0.7	1
O=C(COC(=O)CNC(=O)c1cccc([N+](=O)[O-])c1)Nc1cccc(S(=O)(=O)N2CCCCC2)c1	-0.2	3	0.9	-7	-0.8	2	2.7	-4	10	0.9	1
Cc1nc2sc(C(c3ccccc3)N3CCN(C(=O)c4ccco4)CC3)c(O)n2n1 (stereo unspecified)	-0.5	-8	1	-2	-0.7	-46	-0.8	2	13	0.9	0.8
CCN(CC)S(=O)(=O)c1ccc(OC)c(NC(=O)CSc2cc(C)ccc2C)c1	-0.1	-6	0.9	73*	-0.1	-12	15*	-1	17	0.8	0.9
O=C(O)c1ccc(-c2ccc(Cl)cc2Cl)o1	-0.3	13	1.1	-1	0.2	nt	0.7	2	3	1	1.1
O=C1c2ccccc2C2(c3ccc(F)cc3)NCCN12 (stereo unspecified)	-0.2	-7	1.1	58*	-1.1	-12	1.1	7	5	0.9	1
O=C(Cc1c(Cl)cccc1Cl)NCCc1ccc(Cl)cc1	-0.3	-3	0.8	-7	0.7	-4	3.6	7	8	0.9	0.9
CC1(C)CC(=O)/C(=C(/O)CCCN2C(=O)c3ccccc3C2=O)C(=NC(C)(C)C)C1	-0.4	-1	1.1	-2	-0.3	-3	0.6	-3	7	0.9	1
COc1ccccc1C(=O)Nc1cc2cc(Cl)ccc2oc1=O	-0.1	14	1.1	3	0.5	nt	2.1	9	-10	1.1	1.1
CN(C)S(=O)(=O)N(CC(=O)N1CCC(Cc2ccccc2)CC1)c1ccccc1	-0.1	1	1	2	0.6	-1	0.7	8	16	0.8	0.9
COC(=O)c1ccc(CSc2nc3ccccc3c(=O)n2CC(C)C)o1	-0.3	-3	0.9	22	-3.3	nt	9.1*	3	17	0.8	0.9
Cc1ccc(S(=O)(=O)N(CC(=O)N(C)C)c2cccc([N+](=O)[O-])c2)cc1	-0.2	-4	1	-1	0.2	-12	0.8	0	13	0.9	0.9
CCOc1ccc(Br)cc1S(=O)(=O)N1CCCC1	-0.2	6	1.1	-3	0.5	nt	0.1	-2	6	0.9	1.1
CCCN1CN(CCc2ccccc2)CNC1=S	-0.1	-9	1	-3	0.2	-7	-0.7	4	4	1	1.1
CCN(CC)CCN1C(=O)c2oc3ccccc3c(=O)c2C1c1ccccc1 (stereo unspecified)	-0.1	-3	1	2	-5.2	13	1.7	18	11	0.9	0.9
Cc1ccn2c(Nc3ccccc3C)c(-c3cccnc3)nc2c1	-0.3	-2	1.1	21	-2.1	-4	0.0	-2	6	0.9	1
CCCc1nn2c(=O)cc(O)nc2s1	-0.2	-1	1.1	-4	0.0	-5	0.8	-10	2	1	1.2
CC1(C)CC(=O)C2=C(C1)N(CCN1CCOCC1)C1=C(C(=O)CC(C)(C)C1)C2c1ccc(Cl)c([N+](=O)[O-])c1	-0.5	-6	1.1	22	-2.6	-18	1.1	4	18	0.8	1
Cc1nc(NC(=O)C2CC3CCCC(C2)C3=O)sc1C (stereo unspecified)	-0.2	-6	0.8	-5	-2.8	-9	0.1	13	14	0.9	0.8
COc1ccc(NC2=C(C)C(=O)CC2)cc1	-0.1	-16	1.1	0	3.0	-56	0.5	2	-9	1.1	1.1
O=C(COc1ccccc1[N+](=O)[O-])N/N=C/c1cccc(OC(=O)c2ccc3c(c2)OCO3)c1	-0.1	-6	0.8	5	0.2	5	3.0	-18	11	0.9	0.9
CCOc1ccc(-n2c(C)c(C(C)=O)c(C(C)=O)c2C)cc1	-0.3	6	1	-5	-0.7	nt	4.4	4	6	0.9	1
Cc1cc(NC(=O)c2ccc(NC(=O)C3CC3)cc2)no1	-0.4	14	1.1	13	-0.1	0	0.4	-6	-20	1.2	1.1
CC(=O)Nc1cccc(NC(=O)C2CC3CCC2C3)c1 (stereo unspecified)	-0.4	6	0.8	-3	1.2	-8	1.9	16	9	0.9	0.9

Screens (PubChem)
